Source: PubChem
FBPA Giardia inh – inhibitors of Giardia lamblia fructose-1,6-bisphosphate aldolase; A8B2U2; purified Giardia FBPA; Potency, µM (doses to about 59.6 µM), for the others: at the top dose activity, negative = inhibition, hits mostly inhibitors; hit rate 0.71% among 290,000; also: potency is read from the fitted curve at half-maximal effect; % is scaled to controls: 0 for no effect and ±100 for the full control effect; nearly all actives have a fitted effect of over 55% in size
Target sequence (A8B2U2 whole entry, looked up): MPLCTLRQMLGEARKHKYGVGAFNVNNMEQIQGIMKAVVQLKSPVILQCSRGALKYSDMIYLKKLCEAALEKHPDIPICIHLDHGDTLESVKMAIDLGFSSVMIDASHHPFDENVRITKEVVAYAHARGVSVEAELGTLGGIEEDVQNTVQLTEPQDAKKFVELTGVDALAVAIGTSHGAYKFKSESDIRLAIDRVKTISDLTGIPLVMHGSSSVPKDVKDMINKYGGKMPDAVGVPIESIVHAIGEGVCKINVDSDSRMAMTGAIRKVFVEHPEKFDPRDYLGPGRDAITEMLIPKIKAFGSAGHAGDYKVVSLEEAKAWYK
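40 nM FBPA preincubated 10 min at RT with compound (up to 57.5 uM final), then substrate plus GAPDH/TPI/NAD/arsenate coupling and diaphorase/resazurin added. Fluorescence read after 20 min at RT, 525/598 nm.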
AmpC inh no detg – AmpC beta-lactamase inhibition without detergent; AID 485341; hit rate 0.52% among 330,000; Potency, µM (series often up to 57.1 µM), for the others: at the highest dose activity change, negative = inhibition, hits mostly inhibitors; P00811; AmpC nitrocefin hydrolysis, absorbance 480 nm, 0.0001% Triton;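 also: potency is read from the fitted curve at half-maximal effect; plate controls were no compound for no effect and no enzyme for full effect; nearly all actives have a fitted effect of over 20% in size; some results filed as inactive show a strong effect at the top dose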
Target sequence (P00811 whole entry, looked up): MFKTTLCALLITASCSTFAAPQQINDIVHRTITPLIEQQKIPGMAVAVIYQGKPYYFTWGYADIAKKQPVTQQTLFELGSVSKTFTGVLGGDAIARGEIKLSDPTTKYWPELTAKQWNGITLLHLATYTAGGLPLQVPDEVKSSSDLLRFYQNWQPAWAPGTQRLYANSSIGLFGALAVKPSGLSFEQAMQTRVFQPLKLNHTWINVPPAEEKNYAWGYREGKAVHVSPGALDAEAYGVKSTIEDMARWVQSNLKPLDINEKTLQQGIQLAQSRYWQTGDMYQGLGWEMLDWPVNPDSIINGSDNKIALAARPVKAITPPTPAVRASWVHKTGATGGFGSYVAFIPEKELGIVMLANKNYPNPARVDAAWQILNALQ
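20 mM phosphate pH 7.0 + 0.01% (detergent screen) or 0.0001% Triton X-100; 5.3 nM AmpC reagent; cpd preinc 15 min RT; nitrocefin (800 uM stock) to start; A480 q20 s × 4 min; Activity was normalised to no-enzyme and no-compound control wells.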
Cycloheximide cs – affects cycloheximide protein synthesis inhibition readout, counter-screen. max response, %. cell reporter, cycloheximide protein synthesis inhibition counterscreen. hit rate 12% among 300,000. AID 2314; in the data active = max response mostly above about 13%, no sharp cut-off; inactive = mostly below about 14%; also: read at 38.3 µM for the half of the compounds with a filed dose; 0% is about no effect
AMA1 RON2 block – AMA1-RON2 (P. falciparum) interaction inhibition | AlphaScreen AMA1-biotinylated RON2 peptide binding | Potency, µM (top dose mostly 58.2 µM), for the others: at the top dose activity change, negative = inhibition, usual class: inhibitors | hit rate 0.2% among 360,000 | AID 720542;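 also: potency is read from the fitted curve at half-maximal effect; 0% = vehicle wells and -100% = peptide control; nearly all actives have a fitted effect of over 45% in size; some results filed as inactive show a strong effect at the top dose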
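AMA1 (3D7) with his tag at 25 nM final met compounds first, then biotinylated RON2 peptide at 25 nM; detection used donor plus acceptor beads, 10 µg/mL apiece, read by AlphaScreen after 30 min at room temperature.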
AmpC inh detg – inhibitors of E. coli AmpC beta-lactamase with detergent. Potency, µM (highest dose often 114 µM), for inactives: at the top dose activity change, negative = inhibition, usual class: inhibitors. AmpC hydrolysis of nitrocefin, absorbance 480 nm, 0.01% Triton. hit rate 0.041% among 370,000;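 also: potency is read from the fitted curve at half-maximal effect; 0% = no-compound wells and -100% = no-enzyme wells; nearly all actives have a fitted effect of over 25% in size; some results filed as inactive show a strong effect at the top dose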
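AmpC (5.3 nM in the dispensed reagent) in 20 mM phosphate pH 7.0 with 0.01% (detergent screen) or 0.0001% Triton X-100 was preincubated with compounds for 15 min at room temperature. Nitrocefin was then added from an 800 uM solution, and hydrolysis was followed at 480 nm.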
Shiga inhibitor – Shiga toxin inhibition | hit rate 9.2% among 290,000 | AID 2315 | Vero cells, Shiga toxin protein synthesis inhibition reporter | inhibition, % at 38.7 µM; in the data active = inhibition mostly above about 28%, no sharp cut-off; inactive = mostly below about 43%; also: 0% is about no effect
HCMV antiviral – blocks human cytomegalovirus replication. hit rate 4.5% among 410,000. activity change, negative = inhibition, % at 57.5 µM. HFF cells, HCMV-luciferase reporter, 72 h; active compounds read low; in the data active = activity change below about -60%; inconclusive = no clear call, values can overlap the other calls; inactive = above about -39%; also: % is scaled to controls: 0 for no effect and ±100 for the full control effect
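Two-dose cell screen: HFF monolayers treated with compounds and infected with luciferase-expressing HCMV at 1 PFU/cell, 72 h at 37C, then lysed for luciferase measurement.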
The depositor's hits bear a star; ? = inconclusive; nt = not tested or not shown; [ ] = dose if it differs, or a comment. Unless noted, calls follow the shape of the dose curve; as a rule, active = well fitted curve in the direction sought with a large enough effect; inconclusive = small, poorly fitted or top-dose-only effect, or another doubt; inactive = no such curve, though single readings can be large; an effect the other way counts as inactive or inconclusive.

SMILES | FBPA Giardia inh | AmpC inh no detg | Cycloheximide cs | AMA1 RON2 block | AmpC inh detg | Shiga inhibitor | HCMV antiviral
Cn1nccc1NC(=O)COCC(=O)O | 0.0% | -0.1% | -1.3 | 4.5% | -6.2% | -10.1 | -14.1
O=C(NCc1ccc(Cl)cc1)c1cc([N+](=O)[O-])ccc1Cl | 1.9% | 0.8% | -3.2 | -0.7% | 5.8% | 3.0 | 0.1
Nc1ccn(-c2ncc(C(F)(F)F)cc2Cl)c(=O)n1 | 1.2% | -29.3% | -2.3 | 9.5% | -4.4% | -9.9 | -23.4
Cc1cccc(C)c1OCc1n[nH]c(=S)o1 | -17.6% | -15.3% | -2.0 | ? | 0.0% | 4.0 | -15.4
Cc1cccn2c(=O)nc(SCC(=O)N3N=C(c4cccs4)CC3c3ccc(F)cc3)nc12 (stereo not given) | nt | 68.3%[activator] | nt | 16.3% | 0.0% | nt | -23.1
COc1ccc(C(=O)N(C)Cc2cnn(Cc3ccccc3)c2)cc1S(=O)(=O)N1CCOCC1 | nt | nt | nt | -5.8% | nt | nt | nt
CN(C(=O)c1ccncc1)c1ccccc1 | 0.1% | 0.1% | -3.6 | -3.1% | -1.3% | -2.7 | 2.6
CC(C)N(C(=O)[C@H]1C[C@H](CC(=O)NCCN2CCOCC2)C(=O)N2CCc3c([nH]c4cc(CCC(=O)N(C)C)ccc34)[C@]12C)C(C)C | nt | 78.4%[activator] | nt | 9.1% | nt | nt | 13.4
Cc1cccc(NC(=O)c2ccc3nccnc3c2)n1 | nt | -3.5% | 49.3* | -9.1% | 5.4% | 45.6* | -28.1
CCOC(=O)N1CCN(CC(=O)Nc2ccc(OC)cc2)CC1 | 10.5% | nt | -3.1 | -6.0% | -9.4% | -7.9 | -0.4
COc1cc(C(=O)Nc2nnc(C(F)(F)F)s2)c([N+](=O)[O-])cc1OC | -26.5% | -32.8% | 7.9 | -9.1% | 2.4% | 1.7 | 42.5
O=C(/C=C/c1ccccc1Cl)N(Cc1ccccc1)C1CCS(=O)(=O)C1 (stereo not given) | 2.3% | 16.4% | -2.3 | 1.2% | -11.0% | -13.4 | -27.5
O=C(CCc1nc2ccccc2c(=O)[nH]1)Nc1cccc(S(=O)(=O)N2CCOCC2)c1 | nt | -29.2% | nt | -2.0% | ? | nt | 2.9
Cc1ccc(S(=O)(=O)N2CCCCC2)cc1NC(=O)c1cc(F)c(F)c(F)c1F | nt | -36.3% | nt | 3.4% | nt | nt | -22.7
CCCn1cc(CN2CCC(Cc3ccccc3)(C(=O)OCC)CC2)c(C)n1 | -0.1% | 19.6% | -2.3 | -0.9% | 4.9% | 10.2 | ?
CCOC(=O)N1CCN(S(=O)(=O)c2ccc(OCC(=O)OC)c(C)c2)CC1 | 8.3% | 14.2% | 0.7 | 0.0% | ? | 10.2 | 48.5
Cc1cccc(C(=O)N[C@H](C(=O)OCc2cc(=O)n3c(n2)sc2ccccc23)C(C)C)c1 | 2.4% | -36.2% | -2.4 | -9.3% | -0.3% | -2.3 | 8.4
O=C(NCc1cccnc1)c1cccc(S(=O)(=O)N2CCCC2)c1 | 1.1% | -4.4% | 51.5* | -11.5% | -5.0% | -18.8 | -10.8
O=C(CSc1ccc(Cl)cc1)NC1=NN(c2ccccc2)C(=O)C1 | 2.2% | -33.1% | 1.2 | 38.4%[activator] | -9.1% | -2.7 | 17.1
COCc1cccc(C(=O)NC(c2ccccc2)c2ccccc2)c1 | 5.4% | 3.9% | -0.8 | 13.3% | ? | -5.0 | -19.2

Gathered by group: the compounds so far containing an aryl thioether with sulfur outside any ring
SMILES | FBPA Giardia inh | AmpC inh no detg | Cycloheximide cs | AMA1 RON2 block | AmpC inh detg | Shiga inhibitor | HCMV antiviral
Cc1cccn2c(=O)nc(SCC(=O)N3N=C(c4cccs4)CC3c3ccc(F)cc3)nc12 (stereo not given) | nt | 68.3%[activator] | nt | 16.3% | 0.0% | nt | -23.1
O=C(CSc1ccc(Cl)cc1)NC1=NN(c2ccccc2)C(=O)C1 | 2.2% | -33.1% | 1.2 | 38.4%[activator] | -9.1% | -2.7 | 17.1

(cont.)
SMILES | FBPA Giardia inh | AmpC inh no detg | Cycloheximide cs | AMA1 RON2 block | AmpC inh detg | Shiga inhibitor | HCMV antiviral
COc1ccc(Br)cc1CN(C)C(=O)c1ccccc1OCc1c(C)noc1C | nt | 86.0%[activator] | nt | 2.3% | ? | nt | -3.8
CN(C)CCCN(C(=O)c1ccc2c(c1)OCCO2)c1nc2cc3c(cc2s1)OCO3 | nt | 72.8%[activator] | 1.6 | -12.8% | -8.4% | 19.1 | -14.0
Cc1cc(SCC(=O)NCC2CCCO2)nc2ccccc12 (stereo not given) | nt | 1.1% | -2.4 | -19.8% | -2.2% | 17.7 | 10.6
C/C(=N/NC(=O)CNC(=O)c1ccccn1)c1ccccc1 | -4.1% | -29.4% | 9.8 | 99.9%[activator] | 4.6% | 10.4 | 37.9
CCOC(=O)N1CCC2(CC1)C(C#N)=C(N)Oc1c2c(C)nn1-c1cccc(Cl)c1 | -12.2% | -42.7% | -3.0 | -3.3% | -6.8% | 0.3 | ?
O=C(O)CCC(NS(=O)(=O)c1ccc(-c2ccccc2)cc1)C(=O)O (stereo not given) | 19.7% | -12.2% | -1.8 | -14.0% | -8.0% | -12.3 | 22.5
O=C(CCNS(=O)(=O)c1ccc(Cl)cc1)Nc1ccncc1 | 5.2% | -14.3% | -7.0 | -10.2% | -3.4% | 2.9 | 9.3
COc1cc(CCC(=O)Nc2cccc(C(F)(F)F)c2)cc(OC)c1OC | 0.8% | 0.4% | -1.8 | 2.4% | -4.1% | -3.4 | -27.9
Cc1ccc(CN(Cc2ccccc2)C(=S)NCC(=O)NCc2cccnc2)o1 | 15.8µM* | 39.9% | 11.7 | -0.1% | ? | -6.6 | 0.3
COc1ccccc1CNC(=O)C(Cc1ccccc1)NC(=O)c1ccccc1 (stereo not given) | nt | -29.6% | nt | 4.5% | nt | nt | -3.9
COc1ccc(NC(=O)CSc2nc(C)cc(C)n2)cc1 | 0.9% | -5.0% | -6.6 | 4.0% | -4.2% | -22.3 | 39.5
O=C(c1ccco1)N1CCN(c2ncnc3scc(-c4ccc(F)cc4)c23)CC1 | 0.3% | 49.2% | -3.4 | 0.0% | -1.0% | -15.2 | 23.9
Cc1[nH]c(C)c(S(=O)(=O)NCc2ccc(Cl)cc2)c1C(=O)N1CCCC1 | 8.8% | -3.4% | -2.7 | 4.6% | -5.1% | -1.0 | -20.8

3 entries picked at random from those above:
SMILES | FBPA Giardia inh | AmpC inh no detg | Cycloheximide cs | AMA1 RON2 block | AmpC inh detg | Shiga inhibitor | HCMV antiviral
COc1ccc(NC(=O)CSc2nc(C)cc(C)n2)cc1 | 0.9% | -5.0% | -6.6 | 4.0% | -4.2% | -22.3 | 39.5
O=C(CCNS(=O)(=O)c1ccc(Cl)cc1)Nc1ccncc1 | 5.2% | -14.3% | -7.0 | -10.2% | -3.4% | 2.9 | 9.3
CCOC(=O)N1CCC2(CC1)C(C#N)=C(N)Oc1c2c(C)nn1-c1cccc(Cl)c1 | -12.2% | -42.7% | -3.0 | -3.3% | -6.8% | 0.3 | ?
